Screening results from PubChem BioAssay.
Growth percent in the NCI-60 one-dose screen (48 h, 10 µM unless noted): 100 = growth as untreated, 0 = no growth, -100 = all killed.
786-0: 786-0 renal cancer cells. actives 5.1% (n = 81,000)
CAKI-1: CAKI-1 renal cancer; actives 4.7% (n = 75,000); AID 1794772
TK-10: TK-10 renal cancer cells; AID 1794769; actives 3.9% (n = 81,000)
UO-31: UO-31 renal cancer; actives 5.2% (n = 81,000)
SN12C: SN12C renal cancer cells. actives 3.8% (n = 81,000)
ACHN: ACHN renal cancer; AID 1794771; actives 4.9% (n = 81,000)
PC-3: PC-3 prostate cancer cells | actives 3.9% (n = 80,000) | AID 1794754
A498: A498 renal cancer cells; actives 5.4% (n = 76,000)
RXF 393: RXF 393 renal cancer cells; actives 6.9% (n = 77,000)
* = called active by the depositor; · = no result given; & = joins results of further samples; ! = a repeat was not active. How the source made its calls: active means growth percent below 10; inactive means the rest.

# | smiles | 786-0 | CAKI-1 | TK-10 | UO-31 | SN12C | ACHN | PC-3 | A498 | RXF 393
1 | CC(=O)[C@@]1(O)[C@H](C)C[C@H]2[C@@H]3C=C(C)C4=Cc5c(cnn5-c5ccccc5)C[C@]4(C)[C@H]3[C@@H](O)C[C@@]21C | -9.3* | · | 34 | -5.0* | 41 | 42 | 1.8* | -17* | ·
2 | COc1ccc2cc(-c3csc(Nc4ccc(F)cc4)n3)c(=O)oc2c1 | 97 | 94 | 124 | 87 | 97 | 94 | 80 | · | 118
3 | COc1ccc(NC(=O)Cn2cnc3c2c(=O)n(C)c(=O)n3C)cc1 | 98 | 93 | 96 | 85 | 105 | 110 | 87 | 107 | 113
4 | O=C(O)Cc1ccc2c3c(cccc13)CC2 | 98 | 96 | 104 | 92 | 98 | 94 | 95 | 90 | 89
5 | COc1cc2c(=O)n(CCN)c3c4cc5c(cc4ccc3c2cc1OC)OCO5 | -79* | 19 | 43 | -85* | -69* | -11* | -60* | · | -77*
6 | FC(F)(F)c1cccc(Nc2ccccc2)c1 | 101 | 98 | 94 | 98 | 101 | 100 | 102 | · | 109
7 | COC(=O)C1=C(C)NC(=O)NC1c1ccc2c(c1)OCO2 (configuration not stated) | 102 | 91 | 102 | 74 | 95 | 102 | 101 | 100 | 105
8 | CCCCOc1ncnc2c1CC(C)c1cc(C)ccc1N2C (configuration not stated) | 103 | 94 | 104 | 90 | 107 | 101 | 94 | 112 | 114
9 | Nc1nnc(CCSc2ccccc2)s1 | 104 | 79 | 112 | 65 | 103 | 97 | 90 | 125 | 124
10 | Oc1cccc(Nc2ccccc2)c1 | 106 | 104 | · | 74 | 98 | 100 | 99 | 113 | ·
11 | Oc1c(I)cc(I)c2cccnc12 | 71&92 | 53&93 | 56&111 | 36&76 | 88&83 | 26&98 | 46&83 | 58&110 | 58&89
12 | Nn1c(=O)n(-c2cccc(C(F)(F)F)c2)c(=O)c2cc(-c3ccc(F)cc3F)ccc21 | 46 | -13* | 7.1* | 5.4* | 1.9* | 0.9* | -3.9* | -21* | 3.6*
13 | COc1ccc(C(C#N)c2ccc(OC)cc2)cc1 | 87 | 93 | 70 | 63 | 95 | 95 | 82 | 99 | 125
14 | CCN1CC2=C(Nc3nc(SC)[nH]c(=O)c3C2c2ccc(OC)cc2)/C(=C/c2ccc(OC)cc2)C1 (configuration not stated) | 107 | 90 | · | 69 | 95 | 98 | 92 | 83 | 94
15 | CN(C)c1ccc(N=C2C=CC(=O)c3ccccc32)cc1 | 90 | 81 | 111 | 49 | 55 | 80 | 65 | 91 | 81
16 | Cc1ccc(Nc2c(C(N)=O)cnc3ccc(S(=O)(=O)Nc4cc(C)on4)cc23)cc1 | 106 | · | 118 | 78 | 98 | 89 | 87 | 89 | 105
17 | COc1ccc(C2CC(=O)c3c(nc4ccc(Cl)cc4c3N)C2)cc1 (configuration not stated) | 97 | 89 | 81 | 92 | 101 | 105 | 101 | 100 | 99
18 | ClC1=C(Cl)C(Cl)=C(Cl)C1=Cc1ccc(Cl)cc1 | -43* | -63* | 8.5* | -57* | 47 | 29 | -36* | 27 | 21
19 | CC1(C)CC2=C3C=C[C@@H]4[C@@]5(C)CC[C@@H](O)C(C)(C)[C@@H]5CC[C@@]4(C)[C@]3(C)CC[C@@]2(C(=O)O)C[C@H]1O | 47 | 59 | 74 | 38 | 91 | 49 | 80 | 87 | 59
20 | N#C/C(=C\c1ccc(Cl)cc1)C(N)=O | 101 | 95 | 96 | 95 | 103 | 101 | 97 | · | 107
21 | CC(C)(C)c1ccc(S(=O)(=O)Nc2ccccc2[N+](=O)[O-])cc1 | 98 | · | 100 | 82 | 97 | 101 | 81 | 71 | 110
22 | COc1ccc(-c2nn(-c3ccccc3)cc2/C=C2\SC(=O)NC2=S)cc1 | 101&101 | 111&93 | 114&101 | 96&79 | 111&99 | 99&102 | 97&103 | 116&96 | 111&118
23 | Cc1ccc(S(=O)(=O)Oc2ccccc2C)cc1 | 103 | 104 | 101 | 105 | 111 | 115 | 101 | 82 | 98
24 | O=C1c2ccccc2C(=O)c2c(NCCNCCO)ccc(NCCNCCO)c21 | 0.8*! | 35&51&20 | 39&55&22 | -5.6*! | 7.4* | 23&25&18 | -58*! | -4.9*! | 0.6*

Complete entries from above:
CN(C)c1ccc(N=C2C=CC(=O)c3ccccc32)cc1 in the list: 786-0 = 90; CAKI-1 = 81; TK-10 = 111; UO-31 = 49; SN12C = 55; ACHN = 80; PC-3 = 65; A498 = 91; RXF 393 = 81
COc1ccc(C2CC(=O)c3c(nc4ccc(Cl)cc4c3N)C2)cc1 (configuration not stated) in the list: 786-0 = 97; CAKI-1 = 89; TK-10 = 81; UO-31 = 92; SN12C = 101; ACHN = 105; PC-3 = 101; A498 = 100; RXF 393 = 99

(next part)
# | smiles | 786-0 | CAKI-1 | TK-10 | UO-31 | SN12C | ACHN | PC-3 | A498 | RXF 393
25 | O=C1CCC(Nc2ccccc2)N1 (configuration not stated) | 99 | 90 | 96 | 84 | 101 | 111 | 94 | 108 | 103
26 | COc1cc(-c2nc3sc(C4CC4)nn3c2-c2ccc(Cl)cc2)cc(OC)c1OC | 92 | 89 | 100 | 73 | 95 | 96 | 95 | 76 | 95
27 | COC1=CC(C)C2CC3OC(O)CC4C(C)=C(OC)C(=O)C(C2(C)C1=O)C34C (configuration not stated) | 111 | 96 | 102 | 79 | 103 | 99 | 94 | 82 | 98
28 | COc1ccc(/C(=C/c2ccccc2[N+](=O)[O-])C(=O)O)cc1 | 105 | 94 | 95 | 89 | 107 | 101 | 103 | 109 | 116
29 | Cn1cc(C(=O)c2nc(-c3c[nH]c4ccccc34)no2)c2cc(Br)ccc21 | 117 | 87 | 97 | 62 | 100 | 97 | 76 | 118 | 112
30 | COC(=O)c1c([N+](=O)[O-])ncn1[C@H]1OC[C@@H](OC(C)=O)[C@@H](OC(C)=O)[C@@H]1OC(C)=O | 105 | 102 | 94 | 84 | 96 | 110 | 93 | 84 | 102
31 | CC(=O)c1cc([N+](=O)[O-])c(O)c([N+](=O)[O-])c1O | 101 | 102 | 88 | 95 | 100 | 109 | 99 | 80 | ·
32 | COc1ccc(-c2nc(C#N)c(NCC(c3ccc(Cl)cc3)N3CCCCC3)o2)cc1 (configuration not stated) | 93 | · | 112 | 72 | 103 | 92 | 75 | 108 | 72
33 | CCOC(=O)C(Br)c1cccc(OC)c1 (configuration not stated) | 100 | 96 | 92 | 76 | 108 | 104 | 102 | 108 | 106
34 | COc1ccc(CNC(=O)C(O)C(Cc2ccccc2)NC(=O)c2[nH]c3ccccc3c(=O)c2C)cc1 (configuration not stated) | 104 | 99 | 101 | 92 | 103 | 100 | 101 | 111 | 116
35 | C[Se]C(=O)CC1=C2C=C(F)C=CC2/C(=C\c2ccc(S(C)=O)cc2)C1C (configuration not stated) | 3.8* | -21* | -19* | 18 | -52* | 11 | 20 | -65* | 6.7*
36 | COc1ccc(-c2nc3ccc(Cl)cc3c3c2c(=O)n(C)c(=O)n3C)cc1OC | 109 | 97 | 119 | 96 | 104 | 107 | 99 | 82 | ·
37 | O=C(NCc1ccccc1)NNC(=O)c1ccc(NC(=O)c2ccccn2)cc1 | 113 | 103 | 100 | 79 | 99 | 105 | 102 | 101 | 106
38 | Oc1c(CN2CCOCC2)cc(/C=C/c2cc(CN3CCOCC3)c(O)c3ncccc23)c2cccnc12 | 92 | 94 | 94 | 80 | 75 | 92 | 73 | 113 | 107
39 | CC(CCC(=O)O)(c1ccc(O)c(CN(c2ccccc2)c2ccccc2)c1)c1ccc(O)c(CN(c2ccccc2)c2ccccc2)c1 | 97 | 102 | 107 | 87 | 104 | 99 | 94 | 107 | 97
40 | CC(C)C1=C[C@@]23CC[C@@H]4[C@](C)(CCC[C@@]4(C)C(=O)OCC#CCN4CCCC4)[C@H]2C[C@@H]1[C@H]1C(=O)OC(=O)[C@H]13 | 103 | 84 | 101 | 78 | 93 | 96 | 78 | 78 | 110
41 | CC(=O)OCCCC[n+]1ccc(SCC(=O)n2ccc3ccccc32)c2ccccc21 | 103 | 79 | 145 | 68 | 98 | 89 | 92 | 115 | 107
42 | COc1cc(C2=NOC(c3cc(OC)c(OC)c(OC)c3)C2)ccc1OCCCCOc1cc2c(cc1OC)C(=O)N1CCC[C@H]1C=N2 (some centres not stated) | -4.6* | 5.1* | -22* | 7.1* | 6.2* | 5.1* | -2.1* | -59* | -79*
43 | COc1ccc(/C=C/C(=O)c2cccc(OCCCOc3cccc(C(=O)/C=C/c4ccc(OC)c(OC)c4)c3)c2)cc1OC | 96 | 85 | 117 | 68 | 77 | 69 | 68 | 74 | 94
44 | O=c1c(CN(CCO)CCO)c(-c2ccccc2)sc2ccccc12 | 105 | 103 | 104 | 79 | 108 | 100 | 87 | · | 121
45 | Cc1ccc(CNc2ncnc3c2cnn3C2CCCCO2)cc1 (configuration not stated) | 108 | 88 | 108 | 95 | 100 | 102 | · | · | 117
46 | CCN1C(=O)N(CC)C2Nn3c(s/c(=C4\C(=O)N(C5CCCC5)c5ccccc54)c3=O)=NC21 (configuration not stated) | 64 | 33 | 88 | 52 | 71 | 59 | 46 | 31 | ·
47 | O=C(C(=O)c1cccnc1)c1cccnc1 | 101 | · | 158 | 105 | 107 | 110 | 107 | 56 | 136
48 | O=C(Nc1ccc(C(F)(F)F)cc1)Nc1nccnc1OCc1ccc(Cl)cc1 | 100 | 94 | 141 | 74 | 98 | 99 | 88 | 107 | 115

In another format: 12 of the compounds above
#37 O=C(NCc1ccccc1)NNC(=O)c1ccc(NC(=O)c2ccccn2)cc1
#38 Oc1c(CN2CCOCC2)cc(/C=C/c2cc(CN3CCOCC3)c(O)c3ncccc23)c2cccnc12
#39 CC(CCC(=O)O)(c1ccc(O)c(CN(c2ccccc2)c2ccccc2)c1)c1ccc(O)c(CN(c2ccccc2)c2ccccc2)c1
#40 CC(C)C1=C[C@@]23CC[C@@H]4[C@](C)(CCC[C@@]4(C)C(=O)OCC#CCN4CCCC4)[C@H]2C[C@@H]1[C@H]1C(=O)OC(=O)[C@H]13
#41 CC(=O)OCCCC[n+]1ccc(SCC(=O)n2ccc3ccccc32)c2ccccc21
#42 COc1cc(C2=NOC(c3cc(OC)c(OC)c(OC)c3)C2)ccc1OCCCCOc1cc2c(cc1OC)C(=O)N1CCC[C@H]1C=N2 (some centres not stated)
#43 COc1ccc(/C=C/C(=O)c2cccc(OCCCOc3cccc(C(=O)/C=C/c4ccc(OC)c(OC)c4)c3)c2)cc1OC
#44 O=c1c(CN(CCO)CCO)c(-c2ccccc2)sc2ccccc12
#45 Cc1ccc(CNc2ncnc3c2cnn3C2CCCCO2)cc1 (configuration not stated)
#46 CCN1C(=O)N(CC)C2Nn3c(s/c(=C4\C(=O)N(C5CCCC5)c5ccccc54)c3=O)=NC21 (configuration not stated)
#47 O=C(C(=O)c1cccnc1)c1cccnc1
#48 O=C(Nc1ccc(C(F)(F)F)cc1)Nc1nccnc1OCc1ccc(Cl)cc1

| assay / compound | 37 | 38 | 39 | 40 | 41 | 42 | 43 | 44 | 45 | 46 | 47 | 48 |
| --- | --- | --- | --- | --- | --- | --- | --- | --- | --- | --- | --- | --- |
| 786-0 | 113 | 92 | 97 | 103 | 103 | -4.6* | 96 | 105 | 108 | 64 | 101 | 100 |
| CAKI-1 | 103 | 94 | 102 | 84 | 79 | 5.1* | 85 | 103 | 88 | 33 | · | 94 |
| TK-10 | 100 | 94 | 107 | 101 | 145 | -22* | 117 | 104 | 108 | 88 | 158 | 141 |
| UO-31 | 79 | 80 | 87 | 78 | 68 | 7.1* | 68 | 79 | 95 | 52 | 105 | 74 |
| SN12C | 99 | 75 | 104 | 93 | 98 | 6.2* | 77 | 108 | 100 | 71 | 107 | 98 |
| ACHN | 105 | 92 | 99 | 96 | 89 | 5.1* | 69 | 100 | 102 | 59 | 110 | 99 |
| PC-3 | 102 | 73 | 94 | 78 | 92 | -2.1* | 68 | 87 | · | 46 | 107 | 88 |
| A498 | 101 | 113 | 107 | 78 | 115 | -59* | 74 | · | · | 31 | 56 | 107 |
| RXF 393 | 106 | 107 | 97 | 110 | 107 | -79* | 94 | 121 | 117 | · | 136 | 115 |

(cont.)
# | smiles | 786-0 | CAKI-1 | TK-10 | UO-31 | SN12C | ACHN | PC-3 | A498 | RXF 393
49 | CCC(=O)Oc1ccc2ccccc2c1 | 97 | 91 | 105 | 72 | 91 | 99 | 77 | 83 | 105
50 | CC1=CC(=O)/C(=C/N2C(=O)CNC2=S)C(=O)O1 | 101 | 103 | 97 | 92 | 110 | 98 | 101 | 89 | 126
51 | CC(C)N1CCc2nc3sc(C(=O)Nc4ccccc4)c(N)c3cc2C1 | 108 | · | 127 | 88 | 106 | 100 | 82 | 68 | 102
52 | O=C(NCCc1ccc(F)cc1)Nc1ccc2c(ccn2C(=O)c2cccc(F)c2)c1 | 102 | 80 | 104 | 63 | 73 | 82 | 81 | 82 | 94
53 | COc1cccc2c1nc1cccc(OC)c1[n+]2[O-] | 33 | 53 | 76 | -0.5* | 44 | 2.5* | 73 | 65 | -40*
54 | COCOc1ccc2c(=O)c(C)c(C(=O)N[C@@H](Cc3ccccc3)C(=O)C(=O)NCc3ccccc3)oc2c1 | 92 | 80 | 103 | 86 | 103 | 93 | 98 | 108 | 104
55 | O=C(CN1C(=O)/C(=C/c2ccccc2)SC1=S)N1CCOCC1 | 92 | 94 | · | 71 | 95 | 78 | 108 | 112 | 105
56 | O=C(Nc1ccccc1F)Nc1cccc2ccccc12 | 109 | 86 | 119 | 68 | 91 | 88 | 90 | 71 | 97
